Assay outcomes: PubChem, National Center for Advancing Translational Sciences (NCATS)
AmpC inh no detg: qHTS Inhibitors of AmpC Beta-Lactamase (assay without detergent). P00811. AmpC nitrocefin hydrolysis, absorbance 480 nm, 0.0001% Triton. Potency, µM (doses to about 57.1 µM), for the others: at the highest dose activity change, negative = inhibition, usual class: inhibitors. actives 0.52% (n = 330,000). AID 485341, 2010;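 also: plate controls were no compound for no effect and no enzyme for full effect; nearly all actives have a fitted effect of over 20% in size; some results filed as inactive show a strong effect at the top dose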
Target sequence (P00811 whole entry, looked up): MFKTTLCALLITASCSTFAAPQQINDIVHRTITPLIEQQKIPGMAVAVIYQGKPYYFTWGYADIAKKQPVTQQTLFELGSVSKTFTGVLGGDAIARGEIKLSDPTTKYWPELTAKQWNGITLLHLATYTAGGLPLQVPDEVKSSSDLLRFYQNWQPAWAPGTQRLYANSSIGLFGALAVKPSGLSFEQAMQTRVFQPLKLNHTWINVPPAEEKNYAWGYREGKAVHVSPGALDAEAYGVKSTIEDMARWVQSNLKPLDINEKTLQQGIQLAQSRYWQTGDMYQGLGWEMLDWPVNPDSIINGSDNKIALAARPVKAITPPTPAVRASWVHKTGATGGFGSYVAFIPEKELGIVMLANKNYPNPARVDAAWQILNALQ
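20 mM phosphate pH 7.0 + 0.01% (detergent screen) or 0.0001% Triton X-100; 5.3 nM AmpC reagent; cpd preinc 15 min RT; nitrocefin (800 uM stock) to start; A480 q20 s × 4 min; Activity was normalised to no-enzyme and no-compound control wells.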
Tb PYK inh: qHTS of Trypanosoma Brucei Inhibitors. AID 624173, 2012. pyruvate kinase (Trypanosoma brucei), Q57TT1. actives 0.12% (n = 410,000). TbPYK enzyme, Kinase-Glo Plus ATP luminescence, 45 min. Potency, µM (titrated, usually from 76.8 µM), inactives show at the top dose activity, negative = inhibition, hits mostly inhibitors; also: nearly all actives have a fitted effect of over 50% in size
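In this concentration-response screen, enzyme-free wells defined baseline while DMSO plates tracked drift. Each reaction combined TbPYK, substrate, compound and 130 uM ADP for 45 min at room temperature. Kinase-Glo Plus luminescence gave the signal.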
The depositor's hits bear a star; [ ] = another dose, or the depositor's remark. Calls follow the shape of the dose curve; as a rule, active = well fitted curve in the direction sought with a large enough effect; inconclusive = small, poorly fitted or top-dose-only effect, or another doubt; inactive = no such curve, though single readings can be large; an effect the other way counts as inactive or inconclusive. Unless noted, % is scaled to controls: 0 for no effect and ±100 for the full control effect; potency is read from the fitted curve at half-maximal effect. Some of the compounds tested. The share of hits here may be higher or lower than overall.

C=CC[C@@H](CC(=O)N(CCO)Cc1ccccc1)C(=O)N[C@H](COC(=O)[C@@H](CC=C)Cc1ccc(F)cc1)Cc1ccccc1
  AmpC inh no detg: 100%[activator]
  Tb PYK inh: -1%

Cc1ccc(S(=O)(=O)NCC(=O)OCC(=O)NC2CCCCC2)cc1
  AmpC inh no detg: 0%
  Tb PYK inh: -6%

CC1(C)C(=O)Nc2ccccc2N1C(=O)COC(=O)c1cccs1
  AmpC inh no detg: -13%
  Tb PYK inh: 0%

CCOc1cc(C(=O)OC(C(=O)NC(=O)NC)c2ccccc2)ccc1OCC(=O)N1CCOCC1 (stereo not drawn)
  AmpC inh no detg: 122%[activator]
  Tb PYK inh: -5%

COc1ccc(NC(=O)N(C)C[C@H]2Oc3c(NS(=O)(=O)c4cccs4)cccc3C(=O)N([C@H](C)CO)C[C@@H]2C)cc1
  AmpC inh no detg: 96%[activator]
  Tb PYK inh: 1%

C[C@@H]1CN([C@@H](C)CO)C(=O)c2cccc(NC(=O)Nc3ccc4c(c3)OCO4)c2O[C@H]1CN(C)S(=O)(=O)c1cn(C)cn1
  AmpC inh no detg: 141%[activator]
  Tb PYK inh: 3%

COc1ccc(OC)c(NC(=O)COC(=O)CCS(=O)(=O)c2ccc(Cl)cc2)c1
  AmpC inh no detg: -14%
  Tb PYK inh: 4%

CCOC(=O)c1ccoc1CN1CCN(S(=O)(=O)c2ccc(C)c(C)c2)CC1
  AmpC inh no detg: 39%
  Tb PYK inh: 2%

CCOc1ccccc1NC(=O)COC(=O)CN1C(=O)NC(C)(C)C1=O
  AmpC inh no detg: -10%
  Tb PYK inh: -2%

C[C@H](CO)N1C[C@H](C)[C@@H](CN(C)Cc2ccc(-c3ccccc3)cc2)Oc2c(NC(=O)Nc3ccc(C(F)(F)F)cc3)cccc2C1=O
  AmpC inh no detg: -14%
  Tb PYK inh: 5%

CCN(C[C@H]1N[C@@](C)(C(=O)OC)[C@H]2C(=O)N(C)C(=O)[C@@H]12)C(=O)Nc1ccc(F)cc1
  AmpC inh no detg: -7%
  Tb PYK inh: -4%

Cc1ccc(S(=O)(=O)N2CCCCC2)cc1NC(=O)CSc1nc(N)cc(=O)[nH]1
  AmpC inh no detg: -33%
  Tb PYK inh: 4%

COc1ccc(-c2noc(CCC(=O)N3CCN(c4ccccc4C(F)(F)F)CC3)n2)cc1
  AmpC inh no detg: 8%
  Tb PYK inh: 0%

O=C(CCOc1ccccc1)NNC(=O)c1ccccc1
  AmpC inh no detg: -6%
  Tb PYK inh: -14%

Cc1onc(-c2ccccc2)c1C(=O)N(C)CC(=O)Nc1ccc(F)c(F)c1F
  AmpC inh no detg: -13%
  Tb PYK inh: -7%

Cc1cc(S(=O)(=O)Nc2nc(CN3CCOCC3)nc3sc4c(c23)CCC4)ccc1F
  AmpC inh no detg: 47%
  Tb PYK inh: -6%

COc1ccc(CNC(=O)C[C@H]2C[C@H](C(=O)N(C(C)C)C(C)C)[C@@]3(C)c4[nH]c5cc(CCC(=O)N(C)C)ccc5c4CCN3C2=O)cc1OC
  AmpC inh no detg: 182%[activator]
  Tb PYK inh: -1%

O=C(CNC(=O)c1ccc(Cl)cc1Cl)OC1CCCCC1=O (stereo not drawn)
  AmpC inh no detg: -19%
  Tb PYK inh: 2%

C[C@H](CO)N1C[C@H](C)[C@@H](CN(C)S(=O)(=O)c2cccs2)Oc2ccc(NC(=O)Nc3ccc4c(c3)OCO4)cc2C1=O
  AmpC inh no detg: 60%
  Tb PYK inh: -4%

Cc1ccc(NC(=O)c2ccc(=O)[nH]c2)cc1S(=O)(=O)N1CCCCCC1
  AmpC inh no detg: -14%
  Tb PYK inh: 1%

Single entries from above.
`O=C(CNC(=O)c1ccc(Cl)cc1Cl)OC1CCCCC1=O` (stereo not drawn) | AmpC inh no detg = -19%
`Cc1onc(-c2ccccc2)c1C(=O)N(C)CC(=O)Nc1ccc(F)c(F)c1F` | Tb PYK inh = -7%
`Cc1ccc(S(=O)(=O)N2CCCCC2)cc1NC(=O)CSc1nc(N)cc(=O)[nH]1` | Tb PYK inh = 4%
`COc1ccc(-c2noc(CCC(=O)N3CCN(c4ccccc4C(F)(F)F)CC3)n2)cc1` | AmpC inh no detg = 8%

Reprinted at random: two records from the list
CCOc1ccccc1NC(=O)COC(=O)CN1C(=O)NC(C)(C)C1=O
  AmpC inh no detg: -10%
  Tb PYK inh: -2%

COc1ccc(CNC(=O)C[C@H]2C[C@H](C(=O)N(C(C)C)C(C)C)[C@@]3(C)c4[nH]c5cc(CCC(=O)N(C)C)ccc5c4CCN3C2=O)cc1OC
  AmpC inh no detg: 182%[activator]
  Tb PYK inh: -1%

Continuation.
O=C(CNC(=O)C1CCCCC1)OCC(=O)c1cccc(Cl)c1
  AmpC inh no detg: -8%
  Tb PYK inh: 7%

Cc1ccc(S(=O)(=O)N2CCOCC2)cc1C(=O)OCC(=O)N1CCCC1=O
  AmpC inh no detg: -10%
  Tb PYK inh: 5%

Cn1nnnc1Sc1ncnc2scc(-c3ccc(-c4ccccc4)cc3)c12
  AmpC inh no detg: -15%
  Tb PYK inh: 2%

C=CC[C@@H](CC(=O)N[C@H](CO)Cc1ccccc1)C(=O)N[C@H](COC(=O)[C@@H](CC=C)CC(=O)OC(C)(C)C)Cc1c[nH]c2ccccc12
  AmpC inh no detg: -4%
  Tb PYK inh: 7%

CSc1ccccc1NC(=O)CN(C)CC(=O)c1[nH]c(C)c(C(C)=O)c1C
  AmpC inh no detg: -11%
  Tb PYK inh: -10%

CC[C@]12c3[nH]c4cc(-c5ccco5)ccc4c3CCN1C(=O)[C@@H](CC(=O)NCC13CC4CC(CC(C4)C1)C3)C[C@@H]2C(=O)N1CCN(C(=O)c2ccco2)CC1
  AmpC inh no detg: 186%[activator]
  Tb PYK inh: -12%

C=CC[C@H](CC(=O)N(CCO)Cc1ccccc1)C(=O)N[C@H](C)COC(=O)[C@@H](CC=C)CC(=O)OC(C)(C)C
  AmpC inh no detg: 249%[activator]
  Tb PYK inh: -5%

C[C@H](CO)N1C[C@H](C)[C@@H](CN(C)C(=O)NC2CCCCC2)Oc2ccc(NS(=O)(=O)c3ccccc3)cc2C1=O
  AmpC inh no detg: 57%
  Tb PYK inh: 3%

CC[C@@]1(C(=O)OC)N[C@H](CN(C)S(=O)(=O)c2ccc(OC)cc2)[C@@H]2C(=O)N(C)C(=O)[C@@H]21
  AmpC inh no detg: -5%
  Tb PYK inh: 4%

COc1ccc(C(=O)NCC2CCCCC2)cc1S(=O)(=O)N1CCOCC1
  AmpC inh no detg: 8%
  Tb PYK inh: 4%

The closing 4 compounds of the section before come first, to join the parts:
C=CC[C@H](CC(=O)N(CCO)Cc1ccccc1)C(=O)N[C@H](C)COC(=O)[C@@H](CC=C)CC(=O)OC(C)(C)C
  AmpC inh no detg: 249%[activator]
  Tb PYK inh: -5%

C[C@H](CO)N1C[C@H](C)[C@@H](CN(C)C(=O)NC2CCCCC2)Oc2ccc(NS(=O)(=O)c3ccccc3)cc2C1=O
  AmpC inh no detg: 57%
  Tb PYK inh: 3%

CC[C@@]1(C(=O)OC)N[C@H](CN(C)S(=O)(=O)c2ccc(OC)cc2)[C@@H]2C(=O)N(C)C(=O)[C@@H]21
  AmpC inh no detg: -5%
  Tb PYK inh: 4%

COc1ccc(C(=O)NCC2CCCCC2)cc1S(=O)(=O)N1CCOCC1
  AmpC inh no detg: 8%
  Tb PYK inh: 4%

CN(Cc1ccccc1)C(=O)COC(=O)c1ccc(Br)o1
  AmpC inh no detg: -14%
  Tb PYK inh: -4%

CC(=O)Nc1ccc(-c2csc(NC(=O)CCNC(=O)c3ccco3)n2)cc1
  AmpC inh no detg: -15%
  Tb PYK inh: -3%

C[C@H]1O[C@@H](O[C@H]2CC[C@@]3(C)C(CC[C@]4(C)C3C=CC3=C5CC(C)(C)CC[C@]5(CO)[C@H](O)C[C@]34C)[C@]2(C)CO)[C@H](O)[C@@H](O[C@@H]2O[C@H](CO)[C@@H](O)[C@H](O)[C@H]2O)[C@H]1O (stereo partly drawn)
  AmpC inh no detg: 248%[activator]
  Tb PYK inh: -1%

CCCCOc1ccc(/C=C(\C(=O)O)c2ccc(S(=O)(=O)N3CCCC3)s2)cc1
  AmpC inh no detg: -10%
  Tb PYK inh: -9%

C#CCOCCOCCOCCNc1nc(N2CCN(C(=O)[C@H](CCCCN)n3cc(CN)nn3)CC2)nc(N2CCN(C(=O)[C@H](CCC(=O)O)n3cc([C@@H](N)CCCCN)nn3)CC2)n1
  AmpC inh no detg: 16%
  Tb PYK inh: 0%

NC(=O)Nc1ccc(C(=O)OCC(=O)c2c[nH]c3ccccc23)cc1
  AmpC inh no detg: -9%
  Tb PYK inh: -2%

Cc1cc(SCC(=O)N(C)C2CCCCC2)nc2ccccc12
  AmpC inh no detg: -8%
  Tb PYK inh: -6%

C=CC[C@H](CC(=O)NCCO)C(=O)N[C@H](COC(=O)[C@@H](CC=C)Cc1ccc(F)cc1)c1ccccc1
  AmpC inh no detg: 223%[activator]
  Tb PYK inh: 1%

CSc1ccccc1NC(=O)COC(=O)Cc1ccsc1
  AmpC inh no detg: -20%
  Tb PYK inh: 5%

COC(=O)[C@@]1(C)[C@H]2C(=O)N(Cc3ccccc3)C(=O)[C@H]2[C@H]2CN=C(SC)N21
  AmpC inh no detg: -20%
  Tb PYK inh: 10%

CC(=O)C[C@H](O)CC(=O)[C@H]1OC(=O)CCCCCCc2ccccc21
  AmpC inh no detg: 7%
  Tb PYK inh: -1%

O=C(CSc1cccc[n+]1[O-])Nc1ccc(Br)cc1Br
  AmpC inh no detg: -14%
  Tb PYK inh: 31%[activator]

COc1ccccc1CNC(=O)COC(=O)c1cc2ccccc2o1
  AmpC inh no detg: -21%
  Tb PYK inh: 2%

O=C(CN1C(=O)NC2(CCCC2)C1=O)NCc1cccc(Cl)c1
  AmpC inh no detg: -7%
  Tb PYK inh: 4%

O=C(C[C@@H]1C/C=C\CC[C@@H](Cc2ccc(F)cc2)C(=O)OC[C@@H](Cc2ccccc2)NC1=O)NCCO
  AmpC inh no detg: 283%[activator]
  Tb PYK inh: 3%

O=C(C[C@@H]1C/C=C\CC[C@H](Cc2ccc(F)cc2)C(=O)OC[C@@H](Cc2ccccc2)NC1=O)NCCO
  AmpC inh no detg: 280%[activator]
  Tb PYK inh: 3%

O=C(NCC(c1ccc(F)cc1)N1CCOCC1)c1ccc([N+](=O)[O-])o1 (stereo not drawn)
  AmpC inh no detg: -9%
  Tb PYK inh: 4%

CCOc1ccc(NC(=O)COC(=O)Cn2cnc3ccccc32)cc1
  AmpC inh no detg: -8%
  Tb PYK inh: 4%

Fc1ccccc1-c1cc2cc3c(cc2cn1)OCO3
  AmpC inh no detg: -1%
  Tb PYK inh: -7%

O=C(CSc1nnc(-c2ccccc2)c(-c2ccccc2)n1)NCC1CCCO1 (stereo not drawn)
  AmpC inh no detg: 3%
  Tb PYK inh: 0%

CCOC(=O)C1=CNS(=O)(=O)NC1c1ccc(OC(C)=O)cc1 (stereo not drawn)
  AmpC inh no detg: -19%
  Tb PYK inh: -1%

C[C@H]1CN([C@@H](C)CO)C(=O)Cc2cc(NC(=O)CCC(F)(F)F)ccc2O[C@H]1CN(C)C(=O)Nc1ccc(F)cc1
  AmpC inh no detg: 22%
  Tb PYK inh: 3%

Cc1ccc(C)c(OCCC(=O)OCC(=O)NC(=O)NC2CCCCC2)c1
  AmpC inh no detg: -24%
  Tb PYK inh: 14%
